# High-throughput results from PubChem BioAssay.
# LEDGF integ inh: blocks HIV-1 LEDGF/p75-dependent DNA integration | TR-FRET IN-LEDGF/p75 DNA integration, Eu/Cy5 | inhibition, % at 3.7 µM | 0.64% of 370,000 active | AID 743269;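 active means inhibition above the screen-wide mean plus 3 SD, cut at about 13% in these data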;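 further: signal is the Cy5 over europium emission ratio at 671 and 618 nm; 0% = plate median of compound wells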
# UHRF1 MBD2 ctr: human UHRF1 methylated DNA binding inhibitors | Q96T88 | AID 687016 | UHRF1 binding to methylated oligo, TR-FRET | inhibition, % at 4.4 µM | 0.75% of 370,000 active; in the data active means inhibition above about 21%;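 further: UHRF1 SRA domain binding a hemimethylated CpG hairpin DNA probe; 0% = median of test compound wells and 100% = reference inhibitor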
# SIAE primary: inhibitors of human sialic acid acetylesterase SIAE | AID 1053197 | inhibition, % at 9.66 µM | 0.69% of 370,000 active | SIAE FP-Rh probe binding, fluorescence polarization | Q9HAT2;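 active means inhibition above a cutoff: mean of compounds within the control limits plus 3 SD of those, cut at about 17% in these data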;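 further: 0% = plate median of compound wells and 100% = probe without SIAE protein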
# TCR CD3 inh: blocks the human TCR-CD3 interaction | TAMRA-labeled TCR probe fluorescence, biochemical | inhibition, % at 9.4 µM | 0.37% of 360,000 active | AID 651800; in the data active means inhibition above about 19%;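 further: recombinant mutant TCR 2C K166C tagged with TAMRA read by polarization; 0% = receptor in buffer alone and 100% = receptor with positive control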
# PG9 binder: binds the HIV-1 gp120 antibody PG9; TR-FRET gp120-PG9 antibody binding; inhibition, % at 6.7 µM; 0.43% of 360,000 active; in the data active means inhibition above about 8.5%
# PRMT1 inh: inhibitors of human PRMT1. inhibition, % at 2.79 µM. 1.3% of 370,000 active. Q99873. AID 652257. recombinant PRMT1, activity-based probe fluorescence polarization;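 active means inhibition above about 21% made by adding two undisclosed values, limit read from the data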
# HTRA1 inh: blocks human HTRA1 serine peptidase | recombinant HTRA1, FP-rhodamine activity-based probe, fluorescence polarization | inhibition, % at 5.96 µM | 0.5% of 340,000 active | AID 504803; in the data active means inhibition above about 36%;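 further: 0% = enzyme with DMSO and 100% = wells lacking enzyme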
# Tn7 DDE FP: disrupts Tn7 cyclic peptide binding to fibrin D-Dimer-E complex; FP displacement of FITC-Tn7 peptide from fibrin DD(E); 0% = median of compound wells per plate; 0.13% of 370,000 active; AID 720508; inhibition, % at 8.3 µM;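 active means inhibition above the mean of compounds falling within the control limits plus 3 SD of them, cut at about 14% in these data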;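 further: 0% = plate median of compound wells and 100% = 10 µM Aha-Tn7 peptide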
# Target sequence (P02675 whole entry, looked up): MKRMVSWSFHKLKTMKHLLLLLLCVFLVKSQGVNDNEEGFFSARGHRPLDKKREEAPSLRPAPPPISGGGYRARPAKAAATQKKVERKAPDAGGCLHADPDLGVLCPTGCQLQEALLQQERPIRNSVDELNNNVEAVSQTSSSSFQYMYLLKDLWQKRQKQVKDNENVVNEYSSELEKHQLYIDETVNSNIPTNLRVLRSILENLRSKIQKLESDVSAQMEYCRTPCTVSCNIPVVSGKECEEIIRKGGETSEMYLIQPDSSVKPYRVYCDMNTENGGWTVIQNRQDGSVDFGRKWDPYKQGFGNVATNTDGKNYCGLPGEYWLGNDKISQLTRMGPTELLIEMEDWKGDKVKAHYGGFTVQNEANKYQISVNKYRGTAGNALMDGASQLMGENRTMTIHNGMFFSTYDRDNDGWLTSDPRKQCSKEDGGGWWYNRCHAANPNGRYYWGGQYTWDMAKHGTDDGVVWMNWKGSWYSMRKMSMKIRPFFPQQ
#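 Also added: labelled Tn7 tracer, 0.1 µM; Assay system: human fibrin DD(E) protein; Amount: 2 µM fibrin DD(E); Schedule: 10 min compound pre-incubation, 3 h probe incubation at room temperature; Repeats: one replicate per compound; Read-out basis: percent inhibition; Measured by: fluorescence polarization of the labelled Tn7 tracer.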
# mABHD4 FP: inhibits mouse alpha/beta hydrolase domain 4; Q8VD66; purified mABHD4, FP-Rh probe fluorescence polarization; inhibition, % at 8.92 µM; 0.54% of 370,000 active;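 active means inhibition exceeding the mean over every tested compound plus 3 SD, cut at about 30% in these data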;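 further: 0% = plate median of compound wells and 100% = S159A mutant with DMSO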
# Target sequence (Q8VD66 whole entry, looked up, the tested form may be a part): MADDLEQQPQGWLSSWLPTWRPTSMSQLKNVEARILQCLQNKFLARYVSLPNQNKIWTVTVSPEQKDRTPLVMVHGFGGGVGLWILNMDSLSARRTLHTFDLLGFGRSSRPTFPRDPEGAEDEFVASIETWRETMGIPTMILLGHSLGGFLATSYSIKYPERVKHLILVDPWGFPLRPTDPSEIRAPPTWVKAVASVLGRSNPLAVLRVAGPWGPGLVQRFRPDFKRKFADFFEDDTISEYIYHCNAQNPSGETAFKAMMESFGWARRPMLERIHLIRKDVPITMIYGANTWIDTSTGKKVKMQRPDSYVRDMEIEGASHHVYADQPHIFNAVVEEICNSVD
#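 Assay system: wild-type mouse ABHD4 protein; compound: single nominal dose of 8.92 µM, 0.89% DMSO final; schedule: 45 min + 60 min at 25 °C; measured by: FP readout, ex 525 nm / em 598 nm; evaluation: % inhibition of FP-Rh probe binding versus controls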
# TDP2 absorb: blocks human TDP2 phosphodiesterase activity. recombinant TDP2, T5PNP hydrolysis, p-nitrophenol absorbance 415 nm. 0.34% of 370,000 active. O95551. inhibition, % at 12.8 µM;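 active means inhibition above the mean of all tested compounds plus 3 SD, set per campaign, cut at about 25% in these data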;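 further: 0% = DMSO with enzyme and 100% = buffer with substrate but no TDP2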
#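 Test system: Human TDP2 enzyme | Reagent: 5 mM T5PNP | Compound dosing: 12.8 µM single point, 1% DMSO | Incubation: Enzyme reaction with compound for 2 h at 37 °C | Technique: p-Nitrophenol epi absorbance | Read-out: % inhibition relative to enzyme-containing and enzyme-free wells | Benchmarks: High control without enzyme, low control DMSO plus TDP2 | Replicates: Singlicate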
# An asterisk follows results filed as active; . = not tested or not shown.
# Start of the listing, in advance (5 entries):
SMILES,LEDGF integ inh,UHRF1 MBD2 ctr,SIAE primary,TCR CD3 inh,PG9 binder,PRMT1 inh,HTRA1 inh,Tn7 DDE FP,mABHD4 FP,TDP2 absorb
O=C1CC(N2CCN(Cc3ccccc3)CC2)C(=O)N1CCc1ccccc1 (centres undefined),0.2,1.4,-0.7,-1.9,-2.6,1.6,-1.0,-7.7,2.4,-9.4
CCC(SC1=N/C(=C/c2ccccc2)C(=O)N1c1ccccc1)C(=O)Nc1cc(C)on1 (centres undefined),3.3,8.2,-32.7,-10.0,-1.0,3.3,-94.0,4.1,-17.9,-0.7
CCOC(=O)N1CCN(C(=O)CN(c2ccc3c(c2)OCO3)S(C)(=O)=O)CC1,0.6,7.5,1.2,1.0,-1.6,-2.5,-11.3,-2.7,-0.7,3.0
O=C(NNC(=O)c1cccnc1)Nc1ccc([N+](=O)[O-])cc1,-0.1,0.9,-0.3,0.7,0.7,1.6,-0.9,-2.7,1.6,-9.0
CC(C)OC(=O)/C(C#N)=C/c1cn(Cc2ccccc2)c2ccccc12,-3.0,-0.7,-11.5,2.0,-2.8,-2.9,-31.5,-4.7,-5.1,-2.0

# The whole of this part, from the first entry:
SMILES,LEDGF integ inh,UHRF1 MBD2 ctr,SIAE primary,TCR CD3 inh,PG9 binder,PRMT1 inh,HTRA1 inh,Tn7 DDE FP,mABHD4 FP,TDP2 absorb
O=C1CC(N2CCN(Cc3ccccc3)CC2)C(=O)N1CCc1ccccc1 (centres undefined),0.2,1.4,-0.7,-1.9,-2.6,1.6,-1.0,-7.7,2.4,-9.4
CCC(SC1=N/C(=C/c2ccccc2)C(=O)N1c1ccccc1)C(=O)Nc1cc(C)on1 (centres undefined),3.3,8.2,-32.7,-10.0,-1.0,3.3,-94.0,4.1,-17.9,-0.7
CCOC(=O)N1CCN(C(=O)CN(c2ccc3c(c2)OCO3)S(C)(=O)=O)CC1,0.6,7.5,1.2,1.0,-1.6,-2.5,-11.3,-2.7,-0.7,3.0
O=C(NNC(=O)c1cccnc1)Nc1ccc([N+](=O)[O-])cc1,-0.1,0.9,-0.3,0.7,0.7,1.6,-0.9,-2.7,1.6,-9.0
CC(C)OC(=O)/C(C#N)=C/c1cn(Cc2ccccc2)c2ccccc12,-3.0,-0.7,-11.5,2.0,-2.8,-2.9,-31.5,-4.7,-5.1,-2.0
CCOC(=O)[C@H]1[C@H]2COc3ccc(Br)cc3[C@@H]2N2C(=O)CN(Cc3ccc(F)cc3)C(=O)[C@@]12C,-0.6,-2.9,-7.4,-4.8,-1.4,-0.3,-0.6,-3.3,-3.2,3.7
CC(=O)Cc1nsc(NC(=O)c2cn(-c3ccccc3)nc2-c2ccc(Br)cc2)n1,1.9,4.0,-10.6,-6.2,0.1,2.1,1.0,-10.4,1.0,-4.8
O=C(O)CCC(=O)Nc1ccccc1C(=O)NCc1ccco1,-3.0,2.4,8.9,0.6,1.2,1.7,0.3,-1.2,-10.4,0.3
O=C(NCCC1=CCCCC1)C(=O)c1c[nH]c2ccccc12,-1.3,3.5,-0.4,-7.9,0.2,0.5,-12.7,-4.2,-16.0,0.4
c1ccc2oc(C3=NNC(=NC4CC4)SC3)cc2c1,1.7,-7.8,8.6,1.7,-3.1,35.7*,-9.8,-7.8,-1.8,3.0
CCOc1ccc(/C(=N\O)C(C)NO)cc1 (centres undefined),-3.0,0.0,4.0,7.8,-1.4,-2.2,7.3,-3.6,0.9,-0.7
CCN1C(=O)C(O)(CC(=O)c2ccccn2)c2ccccc21 (centres undefined),8.3,1.2,-0.7,-13.7,1.6,8.1,-6.9,0.3,-2.9,1.5
O=C(Nc1ccccc1)c1cc(C2CCCCN2S(=O)(=O)c2cccs2)on1 (centres undefined),-1.8,1.1,-5.3,-9.3,0.0,7.5,.,0.6,1.7,-5.0
COC(=O)c1cn[nH]c1NC(=S)Nc1ccc(C)cc1Cl,-0.1,0.8,-11.0,3.7,0.0,8.8,-36.5,-0.4,-15.3,2.5
CCCc1nc(N2CCOCC2)c(C#N)c2c1CCCC2,1.6,-1.3,5.0,-2.6,-0.4,-0.5,-3.6,-0.8,0.0,4.0
CCC(C)c1ccccc1NC(=S)NC(=O)c1ccco1 (centres undefined),0.8,-0.9,-2.8,5.9,-1.4,2.1,-3.6,1.9,-1.0,3.4
O=S(=O)(c1ccc(S(=O)(=O)N(Cc2ccccc2)Cc2ccco2)cc1)N1CCCC1,-0.4,0.0,-3.4,4.6,2.7,-0.5,-0.7,-4.0,1.6,-1.6
CC1(C)CC(=O)C2=C(C1)c1c(ccc3ccccc13)NC2c1ccc(C(=O)O)cc1 (centres undefined),-0.2,-0.3,14.0,-0.1,-1.8,-3.5,1.9,0.1,-1.4,3.1
Cc1cnc(CN2CCc3c([nH]c4ccccc34)C2C2CCCCC2)[nH]1 (centres undefined),-4.4,-2.0,6.3,3.3,-1.6,-0.1,-7.1,-3.7,5.1,9.7
CC(C)(C)CC(=O)Nc1cc2c3c(c1)CCN3C(=O)CC2,4.0,0.8,-0.8,6.9,-4.2,-6.9,1.1,-2.5,3.2,3.9
CCc1nc2ccc(C(=O)NCCc3ccc(OC)cc3)cc2nc1CC,1.2,-0.8,2.4,4.4,-0.8,2.6,-13.5,6.2,0.0,12.9
Cc1cccc(C2CN(C)CCc3c2cc(O)c(O)c3Cl)c1 (centres undefined),-7.0,2.3,3.7,8.5,-4.6,-1.5,27.3,-7.2,5.0,-0.7
O=C1NCCCC2c3c(cc(Br)c(O)c3Br)OC12N1CCOCC1 (centres undefined),-5.2,-2.9,11.6,6.8,-5.3,27.1*,-4.0,-3.1,17.3,0.4
Clc1ccc(OCCCn2cncn2)cc1Cl,3.5,-0.2,-1.3,-0.9,1.4,2.5,1.3,-4.8,12.6,13.6
O=C(CSc1nnc(-c2ccncc2)n1C1CCCCC1)Nc1cccc(O)c1,-0.3,-0.2,-4.8,7.2,-0.1,-0.3,-1.9,-6.7,0.6,-1.9
O=C(CCCl)Nc1cc(SCCO)cc([N+](=O)[O-])c1,-3.3,2.8,-5.4,-1.8,2.5,7.7,0.4,4.8,-7.5,-13.5
CC(=O)c1ccc(N2CCN(c3ccnc4cc(Cl)ccc34)CC2)cc1,-0.8,0.0,-5.6,1.6,0.1,5.5,5.7,1.1,1.3,-0.7
CCc1nc2ccccc2c(C(=O)Nc2ccc(C)cc2)c1C,3.0,-1.3,1.4,2.4,-0.1,-2.5,3.0,-4.2,-2.6,0.0
Cc1c(CCO)c(=O)n2n1CCCC2,-2.4,-1.2,12.1,1.7,-1.6,-1.6,7.3,4.7,1.2,-10.6
O=C(CCC1CCCCC1)NCCS(=O)(=O)N1CCN(c2ccc(F)cc2)CC1,3.3,3.4,2.5,-9.3,3.6,3.6,1.8,2.4,-3.7,-5.1
CCOC(=O)c1c(CC(C)C)csc1/N=C/C1=C(O)CCCC1=O,-1.7,-3.8,5.1,-4.7,0.1,-2.2,.,3.1,-32.6,9.8
CCc1cccc(NC(=O)CN(C)S(=O)(=O)c2cccc3nsnc23)c1,2.7,-1.0,-1.5,-2.6,1.1,-0.2,-2.6,-3.0,-0.4,11.2
Cn1cc(Cl)c(C(=O)OCC(=O)Nc2ccccc2)n1,2.7,-0.1,4.9,-9.7,-1.9,-1.9,-9.3,5.1,0.3,13.4
CC(=O)c1cccc(NC(=O)c2ccc(N(Cc3ccccc3C)S(C)(=O)=O)cc2)c1,1.5,4.4,-29.9,-6.7,2.5,-1.7,-30.2,0.9,-31.7,-3.4
CCCCOC(=O)CSc1nc2ccccc2o1,-0.8,10.4,-5.3,-2.4,0.1,1.6,.,-4.6,6.6,9.4
O=C1NC[C@@H](CCCCN2CCN(CCc3ccc(O)cc3)C(=O)C2=O)N(Cc2ccccc2)C1=O,2.8,0.5,-0.4,3.7,-0.4,-3.1,.,-0.1,4.5,-0.9
CCCn1c(N)c(C(=O)CN2CCc3ccccc3C2)c(=O)n(C)c1=O,-5.2,-2.8,4.5,3.2,-1.4,-0.9,-8.8,0.4,-5.4,-6.9
CCC1CCCCN1CCCNC(=O)Cn1c(=O)c2cccn2c2cccnc21 (centres undefined),-0.6,-0.2,6.0,2.7,-0.3,-2.4,3.8,1.8,2.9,5.7
Cc1nn2c(nc(N3CCOCC3)c3ccccc32)c1C=C(C#N)C#N,1.6,6.8,4.1,-3.6,-1.2,0.7,0.1,0.8,-5.8,-1.9
Cc1nnc(NC(=O)c2oc3c(ccc4ccccc43)c2C)s1,2.5,-0.8,-13.0,8.1,0.8,-2.3,-4.3,-1.8,-0.9,3.7
O=C(CCn1c(=O)c2cccn2c2ccc(F)cc21)NCCc1ccccc1,3.8,-0.7,-1.6,9.4,-2.3,-0.2,-7.6,-8.3,4.8,1.5
CCCc1cc(=O)n2[nH]c(C)nc2n1,-4.2,-2.1,3.8,-3.6,-1.5,0.0,5.4,-9.9,0.8,7.8
Cc1ccccc1OCC(=O)OCC(=O)Nc1cc(S(C)(=O)=O)ccc1Cl,-2.3,-1.3,1.2,-10.9,0.3,4.2,-4.0,0.6,8.2,17.9
Cc1ccccc1Cn1cnc2c(oc3ccccc32)c1=O,5.3,2.9,-11.4,0.2,1.5,-4.0,-2.2,-8.1,-3.6,8.0
CCCc1cc(=O)oc2c(CN3CCN(C)CC3)c(O)ccc12,2.6,-4.6,-5.3,-1.8,0.9,-0.8,-8.8,5.3,-1.2,6.2
CC(C)(C)CC(=O)NC(=S)NCc1ccco1,5.3,2.4,-8.5,8.5,0.0,-0.6,-0.2,-5.2,5.7,-6.7
Cc1ccc(S(=O)(=O)NC(C(=O)Oc2cc3oc(=O)cc(C)c3cc2Cl)C(C)C)cc1 (centres undefined),0.4,1.4,1.5,0.8,1.1,0.2,-12.2,-4.9,-6.7,-3.4
Cc1ccc(OCc2nnc(SCC(=O)Nc3cc(C)on3)n2C)cc1,-2.9,1.1,1.6,2.4,-1.2,-1.1,7.5,5.0,-1.4,-0.1
O=C1CCC(C(=O)N2CCN(c3ccccc3)CC2)CN1Cc1ccc(Cl)cc1 (centres undefined),13.1,14.8,3.0,6.3,-3.4,1.5,-0.2,-6.4,1.3,-4.4
CC1CC(C)CN(CCCSc2ccccc2)C1 (centres undefined),1.8,3.1,0.3,4.6,-2.0,3.3,5.0,-4.3,5.8,6.9
CC(=O)c1cc(NC(=O)c2ccc([N+](=O)[O-])cc2)c(=O)oc1C,-0.2,-0.7,-3.3,0.3,-0.5,10.2,3.6,0.0,1.5,10.2
CC(C)(C)C(=O)C1=C(O)C(=O)N(Cc2ccccc2)C1c1ccccc1Cl (centres undefined),-0.2,1.7,-2.1,-6.4,0.4,4.0,-3.5,1.9,7.1,3.5
Cc1ccc(Nc2nc(NCc3ccco3)c3ccccc3n2)cc1,-2.9,3.3,12.3,4.1,-1.5,2.7,-37.1,-7.3,36.1*,-18.2
